Insulin prom up = insulin promoter activators in MIN6 cells, imaging, high-content screening, mouse beta cells; MIN6 insulin promoter-GFP reporter; active compounds read high; z-score at 5 µM; 0.3% of 190,000 active;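 active = z-score above 3 at 5 µM with at least 500 cells counted in the well; inconclusive = wells under 500 cells, flagged as cytotoxic or low count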
human PMI inhibitors = human PMI inhibitors, high substrate, primary screen, biochemical, fluorescence intensity, high mannose 6-phosphate (AID 1220); Mannose-6-phosphate isomerase (Homo sapiens); recombinant PMI enzyme, coupled fluorescence intensity; higher % means a stronger effect; inhibition, % at 20 µM, or IC50 in µM where a hit was titrated; 0.66% of 190,000 active
West Nile virus CPE = West Nile virus antiviral activity, cell-based, CPE readout (AID 1621); West Nile virus-infected cells, CPE inhibition; higher % means a stronger effect; CPE inhibition, % at 10 µM; hits with a dose series show IC50 in µM; 0.02% of 290,000 active; in the data active = a potency from the dose series; inconclusive = CPE inhibition mostly from about 3.7% at the one dose, without a potency; inactive = the rest, 99 in 100 with CPE inhibition below about 2.2%; note: strong numbers were not always called active
human PMI inhibition = inhibitors of human PMI, primary screen, biochemical, fluorescence intensity, coupled assay (AID 1209) | Mannose-6-phosphate isomerase (Homo sapiens) | purified PMI enzyme, coupled fluorescence intensity; higher % means a stronger effect | inhibition, % at 20 µM; hits with a dose series show IC50 in µM | 0.42% of 190,000 active;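 note: plate controls were DMSO vehicle for no effect and wells lacking substrate for full effect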
RSV CPE inhibition = RSV antiviral activity via CPE protection, HEp-2 cells, primary 10 µM value included (AID 2391); 0.13% of 310,000 active; one-dose CPE inhibition, % at 10 µM; IC50 in µM for titrated hits; HEp-2 cells, RSV-induced CPE inhibition; higher % means a stronger effect; in the data active = a potency from the dose series; inconclusive = CPE inhibition mostly from about 23% at the one dose, without a potency; inactive = the rest, 99 in 100 with CPE inhibition below about 21%; note: strong numbers were not always called active
TNAP activation fold = human TNAP enzyme activators, primary screen, biochemical, luminescent, no phosphate acceptor, uHTS (AID 1001) | Alkaline phosphatase, tissue-nonspecific isozyme (Homo sapiens) | purified TNAP, luminescent activation assay, no phosphate acceptor; higher activation fold means a stronger effect | activation fold at 20 µM; hits with a dose series show EC50 in µM | 0.03% of 200,000 active; in the data active = activation fold from about 3, or a potency from the dose series; inactive = the rest, 99 in 100 with activation fold below about 1.6; note: many of its hits are not listed in these tables
CSM14.1 death rescue = rescue of cells from ER stress-induced death, primary screen, 384-well, CSM14.1, thapsigargin, ATP luminescence (AID 1222); one-dose cellular ATP content (survival), % at 20 µM; EC50 in µM for titrated hits; 190,000 tested, under 10 active; CSM14.1 thapsigargin-induced death rescue, ATP luminescence; higher % means a stronger effect;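 active = EC50 below 50 µM in the dose-response confirmation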;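 note: death triggered by thapsigargin at about 15 µM added after 2 h compound pretreatment; cell ATP read after overnight thapsigargin exposure of roughly 18 to 22 hours; normalized against plate controls of thapsigargin alone and 5% DMSO vehicle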
PhoP inhibition = inhibitors of PhoP regulon expression, primary screen, Salmonella Typhimurium, GFP reporter (AID 1863); S. Typhimurium PhoP-regulated promoter GFP reporter, 4 h; higher % means a stronger effect; one-dose inhibition, % at 50 µM; IC50 in µM for titrated hits; 0.16% of 300,000 active;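 active = inhibition over 29.93%, a cutoff 3 SD above the screen mean, later confirmed by dose response; inconclusive = inhibition over 29.93% but no dose response follow-up; inactive = inhibition at most 29.93% or unconfirmed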;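 note: 0% = low Mg2+ inducing control and 100% = high Mg2+ repressing control; strong numbers were not always called active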
Large T inhibition = SV40 large T antigen inhibitors, biochemical (AID 1903). SV40 large T antigen ATPase/helicase inhibition assay; higher % means a stronger effect. one-dose inhibition, % at 20 µM; IC50 in µM for titrated hits. 0.39% of 310,000 active; in the data active = a potency from the dose series; inconclusive = inhibition mostly from about 32% at the one dose, without a potency; inactive = the rest, 99 in 100 with inhibition below about 32%; note: strong numbers were not always called active
Insulin prom up cell count = further read-out of Insulin prom up, marked with its call; cell count; measured here: cytotoxicity, nuclei count;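 total cells summed across four imaged fields per well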
Active calls of the source: *. Cut-off read from the data, not from the text of the source, unless noted: active = inhibition above about 50%; inactive = the rest.

What do the screens show for `CC(=O)NC(Nc1c(C)n(C)n(-c2ccccc2)c1=O)C(Cl)(Cl)Cl` (stereo not given)?
Insulin prom up: -0.28; human PMI inhibitors: -31.9%; West Nile virus CPE: -0.3%; human PMI inhibition: -36.3%; RSV CPE inhibition: -0.1%; TNAP activation fold: 1.1; PhoP inhibition: 4.3%; Large T inhibition: 15.4%; Insulin prom up cell count: 1279

What do the screens show for `CC(C)(C)c1ccc(-c2cc(C(=O)NNC(=O)Nc3ccccc3)c3ccccc3n2)cc1`?
human PMI inhibitors: 5.7%; West Nile virus CPE: 0.2%; human PMI inhibition: 12.2%; RSV CPE inhibition: inconclusive; TNAP activation fold: 1.1; CSM14.1 death rescue: -8.0%; PhoP inhibition: -1.9%; Large T inhibition: 23.1%

How did COC(=O)Cc1sc(-c2ccccn2)nc1-c1ccccc1 do in these assays?
Insulin prom up: -0.51; human PMI inhibitors: 21.2%; West Nile virus CPE: 0.3%; human PMI inhibition: 42.1%; RSV CPE inhibition: 2.5%; TNAP activation fold: 1.2; PhoP inhibition: -0.5%; Large T inhibition: 6.4%; Insulin prom up cell count: 1310

Results for CCC(CO)Nc1ncnc2onc(-c3ccc(F)cc3)c12 (stereo not given) ?
West Nile virus CPE: 0.3%; RSV CPE inhibition: 2.9%; PhoP inhibition: -4.3%; Large T inhibition: 21.0%

How did COCCOCCOCCC(=O)NC1CC2CCC1(C)C2(C)C (stereo not given) do in these assays?
Insulin prom up: -0.54; human PMI inhibitors: 6.2%; West Nile virus CPE: 1.4%; human PMI inhibition: 0.9%; RSV CPE inhibition: 1.0%; TNAP activation fold: 1.1; CSM14.1 death rescue: 3.0%; PhoP inhibition: 7.0%; Large T inhibition: 9.6%; Insulin prom up cell count: 1147

How did COc1cc(Cl)cc(C2NC(=S)NC(c3ccccc3)=C2C(C)=O)c1OCC(=O)O (stereo not given) do in these assays?
Insulin prom up: 0.14; human PMI inhibitors: -30.8%; West Nile virus CPE: 0.2%; human PMI inhibition: -35.2%; RSV CPE inhibition: 0.6%; TNAP activation fold: 1; CSM14.1 death rescue: -2.7%; PhoP inhibition: 5.3%; Large T inhibition: 16.5%; Insulin prom up cell count: 1338

What do the screens show for `CCc1cccc(NC(=O)CCNS(=O)(=O)c2cccc3nonc23)c1`?
Insulin prom up: -1.06; human PMI inhibitors: 0.3%; West Nile virus CPE: -0.9%; human PMI inhibition: -8.9%; RSV CPE inhibition: -1.4%; TNAP activation fold: 1; CSM14.1 death rescue: 1.1%; PhoP inhibition: -10.6%; Large T inhibition: 1.5%; Insulin prom up cell count: 1092

How did CC(C)OC(=O)c1c(NC(=O)c2ccco2)sc2c1CCCC2 do in these assays?
human PMI inhibitors: 0.0%; West Nile virus CPE: 0.3%; human PMI inhibition: -9.0%; RSV CPE inhibition: 0.1%; TNAP activation fold: 1; CSM14.1 death rescue: -1.8%; PhoP inhibition: 3.5%; Large T inhibition: 4.7%

Results for CC(C)C[C@H](NC(=O)N1CCn2c1nc1ccccc12)C(=O)NC1CCCCC1 ?
West Nile virus CPE: -0.2%; RSV CPE inhibition: 4.7%; PhoP inhibition: 0.7%; Large T inhibition: 33.5%

Results for CC(=O)c1c(C)nc2ccc(Br)cc2c1-c1ccccc1 ?
Insulin prom up: -1.39; human PMI inhibitors: 1.2%; West Nile virus CPE: 2.5%; human PMI inhibition: 2.2%; RSV CPE inhibition: 2.3%; TNAP activation fold: 1; CSM14.1 death rescue: -4.2%; PhoP inhibition: -6.7%; Large T inhibition: 2.1%; Insulin prom up cell count: 1293

Results for COc1cccc(-c2c(C(=O)N/N=C(\C)c3ccncc3)nnn2-c2nonc2N)c1 ?
West Nile virus CPE: 0.2%; RSV CPE inhibition: 0.7%; PhoP inhibition: -14.1%; Large T inhibition: 12.0%

How did COc1ccccc1C1c2ccc3ccccc3c2Oc2ncn(CCN(C)C)c(=N)c21 (stereo not given) do in these assays?
West Nile virus CPE: -2.1%; RSV CPE inhibition: -0.2%; PhoP inhibition: 9.5%; Large T inhibition: 4.5%

Results for CCOC(=O)N1CCN(Cc2ccccn2)CC1 ?
Insulin prom up: -0.26; human PMI inhibitors: -7.5%; West Nile virus CPE: 0.4%; human PMI inhibition: 3.7%; RSV CPE inhibition: 1.4%; TNAP activation fold: 1.1; CSM14.1 death rescue: 1.7%; PhoP inhibition: -8.1%; Large T inhibition: 26.1%; Insulin prom up cell count: 1235

What do the screens show for `COc1ccc(Oc2c(Cl)cnn(-c3ccc(F)cc3)c2=O)cc1`?
Insulin prom up: 0.2; human PMI inhibitors: 20.8%; West Nile virus CPE: 1.1%; human PMI inhibition: 16.9%; RSV CPE inhibition: 0.5%; TNAP activation fold: 1; CSM14.1 death rescue: -3.1%; PhoP inhibition: 14.2%; Large T inhibition: 5.9%; Insulin prom up cell count: 2000

What do the screens show for `COc1cc(OC)cc(C(=O)NCC(=O)OCc2nc3ccccc3s2)c1`?
Insulin prom up: 1.13; human PMI inhibitors: 13.3%; West Nile virus CPE: -0.2%; human PMI inhibition: 15.8%; RSV CPE inhibition: 1.6%; TNAP activation fold: 1; CSM14.1 death rescue: 0.5%; PhoP inhibition: 3.6%; Large T inhibition: 11.0%; Insulin prom up cell count: 1143

Results for Cc1cc(C)nc(OC(=O)c2ccc(Cl)cc2Cl)n1 ?
human PMI inhibitors: -17.0%; West Nile virus CPE: 0.1%; human PMI inhibition: -4.4%; RSV CPE inhibition: 1.1%; TNAP activation fold: 1; CSM14.1 death rescue: -0.7%; PhoP inhibition: -2.7%; Large T inhibition: 12.3%

How did Cc1c(NS(=O)(=O)c2ccc(F)cc2)c(=O)n(-c2ccccc2)n1C do in these assays?
West Nile virus CPE: -0.2%; RSV CPE inhibition: -1.3%; PhoP inhibition: 7.4%; Large T inhibition: 0.6%

Results for CC(=O)N(Cc1ccccn1)Cc1ccco1 ?
Insulin prom up: 0.27; West Nile virus CPE: 1.5%; RSV CPE inhibition: 0.0%; PhoP inhibition: -9.1%; Large T inhibition: 8.6%; Insulin prom up cell count: 1402

Results for CN(C)S(=O)(=O)N1CCN(Cc2ccccc2)CC1 ?
human PMI inhibitors: 1.7%; West Nile virus CPE: -0.1%; human PMI inhibition: 4.6%; RSV CPE inhibition: -1.4%; TNAP activation fold: 1.1; CSM14.1 death rescue: 3.8%; PhoP inhibition: -0.5%; Large T inhibition: 4.8%

What do the screens show for `O=C(Nc1cccc(F)c1)Nc1ccccn1`?
Insulin prom up: -0.09; human PMI inhibitors: 2.6%; West Nile virus CPE: 1.0%; human PMI inhibition: -6.4%; RSV CPE inhibition: 1.2%; TNAP activation fold: 0.9; CSM14.1 death rescue: -2.7%; PhoP inhibition: 18.6%; Large T inhibition: 3.2%; Insulin prom up cell count: 1521

Results for Cc1nn(C)c(C)c1Sc1ccc(Br)cc1 ?
Insulin prom up: 0.09; human PMI inhibitors: 5.9%; West Nile virus CPE: -0.1%; human PMI inhibition: 9.7%; RSV CPE inhibition: -0.2%; TNAP activation fold: 1.1; CSM14.1 death rescue: 0.8%; PhoP inhibition: 24.2%; Large T inhibition: 8.5%; Insulin prom up cell count: 1379

Results for Cc1coc2c(O)cc3c(c12)OC1(N2CCCCC2)C(=O)NCCCC31 (stereo not given) ?
Insulin prom up: 0.86; West Nile virus CPE: -0.5%; human PMI inhibition: 35.2µM*; RSV CPE inhibition: -0.1%; TNAP activation fold: 1; CSM14.1 death rescue: 0.0%; PhoP inhibition: 4.1%; Large T inhibition: 48.2%; Insulin prom up cell count: 1194

What do the screens show for `CC(Sc1nnc(-c2cccnc2)n1-c1ccccc1F)C(=O)N1CCCc2ccccc21` (stereo not given)?
Insulin prom up: 0.56; human PMI inhibitors: 2.6%; West Nile virus CPE: 0.2%; human PMI inhibition: 16.1%; RSV CPE inhibition: 1.0%; TNAP activation fold: 1; CSM14.1 death rescue: 1.3%; PhoP inhibition: -1.4%; Large T inhibition: 12.6%; Insulin prom up cell count: 1505

What do the screens show for `Cc1noc(C)c1COC(=O)[C@@H](NC(=O)c1ccccc1Cl)C(C)C`?
Insulin prom up: -1.3; human PMI inhibitors: -5.7%; West Nile virus CPE: -0.4%; human PMI inhibition: -12.1%; RSV CPE inhibition: -1.1%; TNAP activation fold: 1; CSM14.1 death rescue: -1.0%; PhoP inhibition: 2.7%; Large T inhibition: 20.0%; Insulin prom up cell count: 1269

What do the screens show for `CCCn1c(SCC(=O)O)nc2ccccc21`?
Insulin prom up: -0.27; human PMI inhibitors: -2.1%; West Nile virus CPE: -0.2%; human PMI inhibition: 4.7%; RSV CPE inhibition: 1.3%; TNAP activation fold: 1; PhoP inhibition: -0.8%; Large T inhibition: -2.9%; Insulin prom up cell count: 1259

What do the screens show for `COc1ccc(S(=O)(=O)NCc2cccnc2)cc1C(=O)Nc1ccccc1`?
West Nile virus CPE: -1.2%; RSV CPE inhibition: 2.2%; PhoP inhibition: -2.4%; Large T inhibition: 7.2%

How did CCCCn1c(SCC(=O)Nc2cc(C)on2)nnc1-c1cccnc1 do in these assays?
Insulin prom up: -0.69; human PMI inhibitors: 2.3%; West Nile virus CPE: -0.3%; human PMI inhibition: 5.6%; RSV CPE inhibition: 1.3%; TNAP activation fold: 1.1; PhoP inhibition: -7.9%; Large T inhibition: 2.7%; Insulin prom up cell count: 1264

How did CNc1nc(Cl)nc(NC(C)(C)C)n1 do in these assays?
human PMI inhibitors: 5.9%; West Nile virus CPE: 1.4%; human PMI inhibition: 2.9%; RSV CPE inhibition: -1.3%; TNAP activation fold: 1.1; CSM14.1 death rescue: -1.5%; PhoP inhibition: -1.1%; Large T inhibition: -3.3%

Results for COc1ccc(CCn2c(C)cc(C(=O)CSc3nnnn3-c3ccccc3)c2C)cc1 ?
human PMI inhibitors: 1.9%; West Nile virus CPE: 0.2%; human PMI inhibition: 4.7%; RSV CPE inhibition: 0.2%; TNAP activation fold: 1.1; CSM14.1 death rescue: -1.0%; PhoP inhibition: 0.0%; Large T inhibition: 6.3%

How did CCCC(c1nnnn1Cc1ccccc1)N1CCN(c2ccccc2OC)CC1 (stereo not given) do in these assays?
Insulin prom up: -0.35; human PMI inhibitors: 1.5%; West Nile virus CPE: 0.2%; human PMI inhibition: -3.9%; RSV CPE inhibition: 0.7%; TNAP activation fold: 1.1; CSM14.1 death rescue: -0.9%; PhoP inhibition: 27.5%; Large T inhibition: -11.2%; Insulin prom up cell count: 1295

What do the screens show for `Cc1cccc(N(CC(=O)Nc2ccccc2-c2ccccc2)S(=O)(=O)c2ccccc2)c1C`?
Insulin prom up: -0.33; human PMI inhibitors: 13.5%; West Nile virus CPE: -2.3%; human PMI inhibition: 18.9%; RSV CPE inhibition: 18.1%; TNAP activation fold: 1; CSM14.1 death rescue: -0.8%; PhoP inhibition: 19.8%; Large T inhibition: 0.4%; Insulin prom up cell count: 1402

How did COc1ccc(/C=C/c2cc(C(F)(F)F)on2)cc1 do in these assays?
Insulin prom up: -0.12; West Nile virus CPE: 0.4%; PhoP inhibition: -16.4%; Large T inhibition: 14.4%; Insulin prom up cell count: 1015

High-throughput results as filed in PubChem BioAssay.
